Tat export inh: E. coli Tat transport inhibition; inhibition, % at 10 µM; AID 488895; E. coli MC4100 TorA-mCherry Tat export, fluorescence; actives 0.036% (n = 340,000);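 active means mean replicate inhibition at least 50% and at least half of replicates individually reaching 50%; inconclusive means only one of the two criteria met; inactive means neither criterion met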;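 further: exported cargo escapes ClpAP degradation while cytoplasmic cargo is degraded and loses fluorescence; 0% = median of neutral control wells and 100% = median of NaSCN control wells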
CAL PDZ FP-1: inhibitors of human CAL PDZ peptide binding. AID 602252. inhibition, % at 24.9 µM. purified CAL PDZ, TMR-peptide fluorescence polarization, 1 h. Q9HD26. actives 0.92% (n = 300,000);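 active means mean inhibition of at least 30% with at least half of replicates also reaching 30%; inconclusive means no clear call, values can overlap the other calls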;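 further: 0% = DMSO neutral control and 100% = excess unlabeled competitor peptide PRC23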
CAL PDZ FP-2: inhibitors of human CAL PDZ peptide binding; Q9HD26; purified CAL PDZ, TMR-peptide fluorescence polarization, 1 h; inhibition, % at 20 µM; actives 0.02% (n = 330,000); AID 504414;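 active means highest replicate inhibition of at least 40%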;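 further: plate controls were DMSO neutral control wells for no effect and unlabeled competitor peptide control wells for full effect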
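System: tagged CAL PDZ domain. Schedule: 1 h room-temperature incubation prior to read. Signal: fluorescence polarization (mP). Measure: percent inhibition from loss of millipolarization.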
Wnt act: activates Wnt/beta-catenin signaling in a reporter cell assay; activator, plate reader; actives 1.2% (n = 300,000); activation, % at 9.35 µM; AID 743398; in the data active means activation above about 30%, passing the limit was not always enough; inconclusive means no clear call, values can overlap the other calls;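 further: 0% = neutral control wells and 100% = positive control wells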
E coli growth: reduces bacterial viability in AddAB counter-screen; E. coli V3065 growth, OD600 absorbance, 18 h; inhibition, % at 11.9 µM; actives 0.27% (n = 330,000); AID 449728;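 active means inhibition above the campaign's mean inhibition across all tested compounds plus 3 SD, cut at about 9.9% in these data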;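 further: uninfected addAB+ strain grown without phage in ampicillin broth; 0% = DMSO wells and 100% = ciprofloxacin 0.95 µg/ml wells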
SR-BI DiI-HDL act: SR-BI HDL lipid transfer activation. CHO ldlA[mSR-BI] cells, DiI-HDL uptake fluorescence, 3 h; 100 = double the neutral-control signal. activation, % at 12.5 µM. actives 0.096% (n = 320,000). AID 504775;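 active means mean replicate activation of at least 60% and every replicate at or above 60%; inconclusive means mean or all-replicate condition met, but not both; inactive means mean below 60% and not all replicates reaching 60%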;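 further: 0% = median plate neutral-control signal and 100% = twice that signal; values of inactives mirror those of a sister screen read the other way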
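material = CHO ldlA[mSR-BI] cells | medium = Ham's F12 with 0.5% BSA, HEPES 25 mM, pH 7.4 | reagent = fluorescent DiI-HDL, 10 µg/mL final | compound dosing = single-point compound dose | incubation = 3 h, 37 °C | measured by = bottom-read fluorescence, 550/595 nm | measure = HDL uptake via cellular fluorescence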
MITF TRPM1 HTS: MITF TRPM1 promoter activation in melanoma cells. SK-MEL-5 TRPM1-promoter luciferase, 24 h; % of positive control, neutral wells = 0. activation, % at 12.5 µM. actives 0.75% (n = 300,000);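 active means mean activation of at least 80% with every replicate also reaching 80%; inconclusive means mean reaches 80% but some replicate falls short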;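 further: 0% = neutral control wells and 100% = parthenolide positive control wells; values of inactives mirror those of a sister screen read the other way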
AddAB inh: less growth of phage-infected E. coli with AddAB; E. coli expressing H. pylori AddAB, absorbance growth; inhibition, % at 11.9 µM; actives 0.29% (n = 330,000); in the data active means inhibition above about 12%;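 further: 0% = vehicle wells of infected cells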
SR-BI DiI inh: mouse SR-BI HDL lipid transfer inhibition; ldlA[mSR-BI] CHO cells, DiI-HDL uptake fluorescence, 3 h; inhibition, % at 12.5 µM; actives 0.96% (n = 320,000); AID 488896;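 active means mean replicate inhibition of at least 70% and a set share of replicates each scoring 70 or more; inconclusive means meets just one of the two criteria; inactive means fails both criteria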;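 further: 0% = median of neutral control wells and 100% = median of positive control wells; values of inactives mirror those of a sister screen read the other way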
Target sequence (Q61009 whole entry, looked up): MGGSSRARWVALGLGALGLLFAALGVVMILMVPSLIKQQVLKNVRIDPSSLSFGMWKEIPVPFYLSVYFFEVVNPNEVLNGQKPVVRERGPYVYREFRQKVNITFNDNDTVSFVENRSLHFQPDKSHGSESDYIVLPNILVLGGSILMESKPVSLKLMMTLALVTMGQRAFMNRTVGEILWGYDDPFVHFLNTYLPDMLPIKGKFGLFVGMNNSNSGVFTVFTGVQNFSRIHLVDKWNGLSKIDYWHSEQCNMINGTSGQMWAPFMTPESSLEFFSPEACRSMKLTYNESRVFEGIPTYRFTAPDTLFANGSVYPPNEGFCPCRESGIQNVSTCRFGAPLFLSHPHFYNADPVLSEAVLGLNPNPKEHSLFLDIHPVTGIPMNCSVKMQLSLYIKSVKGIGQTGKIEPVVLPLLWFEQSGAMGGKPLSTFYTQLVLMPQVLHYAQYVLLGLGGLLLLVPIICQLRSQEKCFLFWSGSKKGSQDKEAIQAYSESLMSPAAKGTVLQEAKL
phage Ecoli inh: E. coli growth loss with phage present; growth absorbance; inhibition, % at 11.9 µM; actives 0.26% (n = 360,000); AID 651602; in the data active means inhibition above about 11%
* marks the source's active call; other numbers are inactive results; ? = inconclusive; · = no result given. This is a random part of the collection; 3.6% or so of the library scored in one or more.

SMILES	Tat export inh	CAL PDZ FP-1	CAL PDZ FP-2	Wnt act	E coli growth	SR-BI DiI-HDL act	MITF TRPM1 HTS	AddAB inh	SR-BI DiI inh	phage Ecoli inh
O=C(COc1ccc(Cl)cc1Cl)NN1C(=O)C2C3C=CC([C@@H]2C1=O)C31CC1 (some centres undefined)	4	-20	-0.4	-5	-0.2	8	·	0.7	-8	0.1
O=C(Nc1cc(Cl)ccc1-n1cncn1)c1cc(S(=O)(=O)N2CCOCC2)ccc1F	8	-5	-3.4	-1	-0.3	-10	-5	0.7	10	1.3
CC(=O)Nc1ccc(NC(=O)CSc2nnc(-c3cccnc3)o2)cc1	4	-1	-1.3	-3	0.6	5	5	1.0	-5	2.9
C=CCn1c(CNC(=O)CCC)nc2ccccc21	5	-2	-1.0	-6	-2.5	39	-1	-0.3	-39	-0.1
CCCCCCN1C(=O)C(O)=C(C(C)=O)C1c1ccccc1[N+](=O)[O-] (centres undefined)	-5	-1	-0.3	-6	·	10	-5	·	-10	4.6
Cc1ccc(N2CC(C(=O)Nc3ccc(S(=O)(=O)Nc4ncccn4)cc3)CC2=O)cc1C (centres undefined)	-13	-3	-1.7	-1	-1.1	·	3	1.9	·	-2.0
NC(=O)C1CCN(c2ccc(S(=O)(=O)N3CCC(Cc4ccccc4)CC3)cn2)CC1	1	9	0.5	-2	1.7	19	-15	-1.7	-19	1.4
CC1(C)Cc2c(sc(NC(=O)/C=C/C(=O)O)c2C#N)CO1	-1	4	0.2	0	0.5	2	12	1.6	-2	1.8
CCOc1ccc(C2CC(=O)NC3=C2C(=O)CCC3)cc1Cl (centres undefined)	-5	·	-0.8	0	-2.3	-1	·	4.5	1	1.3
O=C(COC(=O)c1ccc(F)c(S(=O)(=O)N2CCOCC2)c1)NCc1ccc(F)cc1	13	-1	0.0	-4	-0.5	-7	-1	-0.2	7	2.1
CC(=O)c1ccc(-c2nnc(CCC(=O)N(C)Cc3cccc4cnccc34)o2)s1	-2	8	-2.5	-1	-0.9	2	-3	0.9	-2	0.5
Cc1ccc(CC(=O)N/N=C/c2ccc(OC(=O)c3ccc([N+](=O)[O-])cc3)cc2)cc1	-8	0	-0.9	0	-2.3	22	16	0.4	-22	3.3
CC(=O)N1CCN(C(=O)c2ccc(C(=O)c3ccccc3)cc2)CC1	0	-4	-0.6	0	-1.3	20	-13	1.3	-20	0.9
CCOC(=O)CN(C(=O)CCC(=O)Nc1cc(C)on1)C(C(=O)NC1CCCC1)c1cccnc1 (centres undefined)	6	-6	-1.0	·	-1.0	-3	-5	3.0	3	1.1
O=C(NCc1ccccn1)c1ccccc1OCc1ccc(Cl)cc1Cl	1	-6	-2.6	0	-2.6	-4	-4	-2.1	4	-0.6
O=C(NCCOc1ccc(Cl)cc1)C1CC(=O)N(c2ccc3c(c2)OCCO3)C1 (centres undefined)	2	-1	-0.2	-4	1.1	-6	0	0.8	6	-0.1
COCCCN(Cc1cccs1)S(=O)(=O)c1csc(C(N)=O)c1	4	-10	-1.4	0	-1.1	-8	17	-0.1	8	0.2
COc1ccccc1Oc1nc2c(c(=O)n(Cc3ccccc3F)c(=O)n2C)n1C	-4	75*	-2.3	-3	-0.1	-15	0	2.2	15	0.8
CCn1c(CCCNC(=O)c2ccco2)nc2ccccc21	6	3	-2.4	1	-0.8	·	·	2.9	·	0.6
CN(C)c1ccc(C(=O)Nc2ccc(CN3CCS(=O)(=O)CC3)cc2)cc1	4	1	0.6	16	1.1	-24	19	1.0	24	3.3
O=S(=O)(/N=C(/Nc1ccc(F)cc1F)c1ccccc1)c1ccc(Br)cc1	·	·	·	-3	0.1	·	·	0.0	·	2.7
Nc1nc(SCC(=O)c2ccc([N+](=O)[O-])cc2)n[nH]1	2	-1	-0.2	20	0.4	-1	-3	1.9	1	3.2
Cc1ccc(-n2nnnc2SCC#N)cc1	15	-3	-0.6	0	3.9	14	-7	0.9	-14	-1.7
O=C(CS(=O)c1cccc(Cl)c1)Nc1ccccc1Cl (centres undefined)	0	-2	0.1	·	-0.8	-16	12	0.5	16	-0.5
Cc1ccc(CNC(=O)c2ccc3c(c2)NC(=O)C(N2CCOCC2)S3)cc1 (centres undefined)	2	-3	-0.2	0	1.3	23	-9	1.2	-23	1.5

Structures listed above marked active in CAL PDZ FP-1.
SMILES	Tat export inh	CAL PDZ FP-1	CAL PDZ FP-2	Wnt act	SR-BI DiI-HDL act	MITF TRPM1 HTS	AddAB inh	SR-BI DiI inh	phage Ecoli inh
COc1ccccc1Oc1nc2c(c(=O)n(Cc3ccccc3F)c(=O)n2C)n1C	-4	75*	-2.3	-3	-15	0	2.2	15	0.8

A stretch taken from the entries so far, as a working copy:
SMILES	Tat export inh	CAL PDZ FP-1	CAL PDZ FP-2	Wnt act	E coli growth	SR-BI DiI-HDL act	MITF TRPM1 HTS	AddAB inh	SR-BI DiI inh	phage Ecoli inh
Cc1ccc(N2CC(C(=O)Nc3ccc(S(=O)(=O)Nc4ncccn4)cc3)CC2=O)cc1C (centres undefined)	-13	-3	-1.7	-1	-1.1	·	3	1.9	·	-2.0
NC(=O)C1CCN(c2ccc(S(=O)(=O)N3CCC(Cc4ccccc4)CC3)cn2)CC1	1	9	0.5	-2	1.7	19	-15	-1.7	-19	1.4
CC1(C)Cc2c(sc(NC(=O)/C=C/C(=O)O)c2C#N)CO1	-1	4	0.2	0	0.5	2	12	1.6	-2	1.8
CCOc1ccc(C2CC(=O)NC3=C2C(=O)CCC3)cc1Cl (centres undefined)	-5	·	-0.8	0	-2.3	-1	·	4.5	1	1.3
O=C(COC(=O)c1ccc(F)c(S(=O)(=O)N2CCOCC2)c1)NCc1ccc(F)cc1	13	-1	0.0	-4	-0.5	-7	-1	-0.2	7	2.1
CC(=O)c1ccc(-c2nnc(CCC(=O)N(C)Cc3cccc4cnccc34)o2)s1	-2	8	-2.5	-1	-0.9	2	-3	0.9	-2	0.5
Cc1ccc(CC(=O)N/N=C/c2ccc(OC(=O)c3ccc([N+](=O)[O-])cc3)cc2)cc1	-8	0	-0.9	0	-2.3	22	16	0.4	-22	3.3
CC(=O)N1CCN(C(=O)c2ccc(C(=O)c3ccccc3)cc2)CC1	0	-4	-0.6	0	-1.3	20	-13	1.3	-20	0.9
CCOC(=O)CN(C(=O)CCC(=O)Nc1cc(C)on1)C(C(=O)NC1CCCC1)c1cccnc1 (centres undefined)	6	-6	-1.0	·	-1.0	-3	-5	3.0	3	1.1
O=C(NCc1ccccn1)c1ccccc1OCc1ccc(Cl)cc1Cl	1	-6	-2.6	0	-2.6	-4	-4	-2.1	4	-0.6
O=C(NCCOc1ccc(Cl)cc1)C1CC(=O)N(c2ccc3c(c2)OCCO3)C1 (centres undefined)	2	-1	-0.2	-4	1.1	-6	0	0.8	6	-0.1
COCCCN(Cc1cccs1)S(=O)(=O)c1csc(C(N)=O)c1	4	-10	-1.4	0	-1.1	-8	17	-0.1	8	0.2
COc1ccccc1Oc1nc2c(c(=O)n(Cc3ccccc3F)c(=O)n2C)n1C	-4	75*	-2.3	-3	-0.1	-15	0	2.2	15	0.8

The list goes on.
SMILES	Tat export inh	CAL PDZ FP-1	CAL PDZ FP-2	Wnt act	E coli growth	SR-BI DiI-HDL act	MITF TRPM1 HTS	AddAB inh	SR-BI DiI inh	phage Ecoli inh
CCn1nnnc1SCC(=O)N1c2ccccc2Sc2ccccc21	-2	-4	-0.6	·	-1.4	-13	-13	0.9	13	2.7
O=C(N/N=C/c1ccccn1)c1cc([N+](=O)[O-])cc([N+](=O)[O-])c1	-4	1	0.9	4	0.2	6	-65	6.5	-6	3.6
Cc1ccccc1Nc1nc(-c2sc(NC(=O)c3ccco3)nc2C)cs1	-12	-7	-0.2	0	-2.0	-29	7	2.1	29	2.6
CC(=NCCCNC1CCCCC1)C1=C(O)CC(C)(C)CC1=O	2	0	-0.8	-1	1.2	14	1	-0.7	-14	1.9
Cc1[nH]c2ccc(C(=O)N3CCN(c4ccc(F)cc4)CC3)cc2c1C	9	-5	0.3	0	-0.4	-6	11	-1.1	6	1.1
CCc1ccccc1N(C(=O)c1cccs1)C1C=CS(=O)(=O)C1 (centres undefined)	-3	-3	-1.3	-2	-1.6	11	-1	0.8	-11	1.3
CCN1C(=O)c2cccc3c(S(=O)(=O)NC(Cc4ccccc4)C(=O)O)ccc1c23 (centres undefined)	2	-5	-0.4	-4	-1.5	9	9	-3.8	-9	3.0
COc1ccccc1-c1csc(NC(=O)c2cc(-c3cccs3)nc3ccccc23)n1	-5	1	-12	-3	-0.7	-55	-3	2.2	55	1.8
CC(C)Nc1nc(NC(C)C)nc(N(C#N)CCOc2ccc(Cl)cc2Cl)n1	5	-1	-2.2	·	-1.8	-26	0	0.0	26	-1.0
CN(CCOc1ccccc1)S(=O)(=O)c1ccc2oc3ccccc3c2c1	5	-4	-3.0	·	-0.6	-12	2	0.9	12	0.5
COc1ccccc1C(=O)NC(=O)CSc1nc2nc(C)cc(C)n2n1	-6	-4	-1.8	3	0.2	?	3	-0.9	-155	0.9
O=c1c2ccccc2nc2ccccn12	-3	-6	-0.2	5	1.9	11	39	2.1	-11	-0.3
N#C/C(=C/c1ccccc1)C(=O)NCc1ccccc1	11	-2	-4.0	0	0.7	-14	4	-0.1	14	0.1
CCOc1ccc(CCNC(=O)Cn2nc(C)c3c(C)n(-c4ccccc4)nc3c2=O)cc1	3	·	-0.3	-1	-2.0	-11	-15	1.2	11	-1.9
CCOc1ccc(/C(CCC(=O)O)=N/NC(=S)NC(C)C)cc1	-14	-5	-1.8	-1	-1.8	17	0	-0.7	-17	1.6
Cc1cccc(C(=O)OCC(=O)Nc2sc3c(c2C#N)CCC3)c1	-6	3	-0.9	15	1.1	34	-6	1.9	-34	1.7
O=C(O)CSc1ncn[nH]1	-4	6	-1.8	-2	0.7	·	7	2.6	·	0.1
Cc1noc(C)c1COc1cccc(C(=O)NCc2cccc(Cl)c2)c1	-5	-8	-2.0	·	-0.3	-6	·	1.1	6	0.2
COCCn1c(SCCOc2ccccc2)nc2ccccc2c1=O	4	-2	-2.8	-2	0.3	-12	5	-0.4	36	-1.4
CN(C(=O)CN1C(=O)NC2(CCCc3ccccc32)C1=O)C1CCCCC1 (centres undefined)	6	-3	-1.8	-3	1.4	11	-6	1.7	-11	2.9
COc1ccc(N(C)C(=O)CCS(=O)(=O)c2cccc3nsnc23)cc1	-3	-1	-1.1	-3	-0.1	·	-1	0.6	·	-0.5
COc1ccc(NC(=O)C2CCN(S(=O)(=O)c3cccc4nonc34)CC2)c(OC)c1	-2	-5	-0.3	-1	-1.3	-18	9	-0.8	18	1.1
COc1ccc(-c2cc(=O)n(CCC#N)[nH]2)cc1	-7	·	-0.6	11	-0.3	17	6	2.5	-17	1.3
O=C(O)CN1C(=O)C(=O)N(Cc2ccccc2F)C1=O	-4	-2	0.3	-2	-2.6	3	·	-1.1	-3	1.8
COCCCNCCOc1ccc(C(C)(C)c2ccccc2)cc1	1	-2	0.4	-3	2.0	16	9	1.6	-16	2.0

Source: PubChem BioAssay (several laboratories)
